Screens (PubChem)
PDI inh: PDI (human) enzyme inhibition; P07237; PDI insulin aggregation turbidity, A650, 90 min; inhibition, % at 10 µM; 0.052% of 350,000 active;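 active = mean inhibition across replicates of 30% or more, whatever share of single replicates reach that level; inconclusive = mean inhibition below 30% while every single replicate reaches 30%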;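 note: absorbance from insulin aggregation driven by PDI reduction with DTT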
Target sequence (P07237 whole entry, looked up): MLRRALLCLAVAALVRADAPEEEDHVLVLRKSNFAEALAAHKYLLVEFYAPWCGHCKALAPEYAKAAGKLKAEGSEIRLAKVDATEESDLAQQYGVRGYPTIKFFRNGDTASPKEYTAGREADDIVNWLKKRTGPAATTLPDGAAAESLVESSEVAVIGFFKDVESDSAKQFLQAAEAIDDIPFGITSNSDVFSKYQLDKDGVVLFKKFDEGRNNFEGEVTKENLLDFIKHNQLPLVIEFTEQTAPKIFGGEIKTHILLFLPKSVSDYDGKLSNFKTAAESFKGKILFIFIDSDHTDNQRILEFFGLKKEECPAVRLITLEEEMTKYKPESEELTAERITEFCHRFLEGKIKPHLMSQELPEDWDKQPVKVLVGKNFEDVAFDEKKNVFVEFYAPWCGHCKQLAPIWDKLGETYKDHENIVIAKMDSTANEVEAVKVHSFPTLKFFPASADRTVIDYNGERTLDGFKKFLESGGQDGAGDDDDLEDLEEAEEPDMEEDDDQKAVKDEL
CF NFkB inh: cystic fibrosis NF-kB activation inhibition | KKLEB NF-kB-GFP reporter, PAF-induced, GFP fluorescence overnight | inhibition, % at 5 µM | 0.86% of 360,000 active;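 active = at least 50% inhibition at 5 µM, scaled per plate between neutral and stimulator controls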;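 note: PAF is a Pseudomonas aeruginosa culture filtrate used as stimulus; plate controls were PAF-stimulated DMSO wells for no effect and unstimulated DMSO wells for full effect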
KKLEB tox: reduces viability of KKLEB cystic fibrosis airway cells; KKLEB CF airway cells viability, ATPlite luminescence, overnight; stronger effect = lower value; cells stimulated with P. aeruginosa culture filtrate; activity change (cytotoxicity), % at 5 µM; 0.36% of 360,000 active; AID 602141;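 active = corrected activity change at or below -50% at 5 µM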
Vif inh: inhibitors of HIV Vif. HEK293T cells, Vif self-association by quenched fluorescence, imaging, 24 h. inhibition, % at 7.49 µM. 0.35% of 340,000 active. AID 602346; in the data active = inhibition above about 50%, passing the limit was not always enough; inconclusive = no clear call, values can overlap the other calls; inactive = below about 31%; note: some results filed as inactive read as strong as hits
CaV13 FRET inh: Disruptors of the CACNA1D IQ motif to Ca2+-dependent inactivation inhibitor domain association, primary screening, Förster resonance energy transfer in intact living … | HEK cells, CFP/YFP FRET ICDI-IQ, plate reader, 10 min; percent FRET-ratio fall versus neutral wells | AID 743397 | 0.098% of 340,000 active | inhibition, % at 12.3 µM;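 active = mean replicate inhibition of at least 30% and at least 1% of replicates passing that level; inconclusive = only one of the two criteria is met; inactive = neither criterion is met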;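 note: 0% = median of the neutral control wells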
Shn3 3UTR inh: inhibitors of Schnurri-3 3'UTR reporter in osteoblasts. Clone20 osteoblast Shn3 3'UTR firefly luciferase, 24 h. inhibition, % at 12.5 µM. 0.52% of 360,000 active;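 active = mean inhibition of at least 75% with every replicate also reaching 75%; inconclusive = mean inhibition at least 75% but some replicate below; inactive = mean inhibition below 75%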;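 note: 0% = median of neutral control wells and 100% = pilot-screen positive control compound; some compounds past the cut are filed as inactive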
NR2E3 ag-1: NR2E3 (human) agonism; GST-NR2E3/biotin-RetCOR TR-FRET, 1536-well; AID 2300; 0.12% of 320,000 active; Q9Y5X4; inhibition of corepressor binding, % at 4.78 µM;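 active = percent inhibition above the cutoff of mean plus 3 SD of all tested compounds, set per screening campaign, cut at about 20% in these data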;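 note: 0% = DMSO wells and 100% = biotin wells as full block of FRET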
Target sequence (Q9Y5X4 whole entry, looked up): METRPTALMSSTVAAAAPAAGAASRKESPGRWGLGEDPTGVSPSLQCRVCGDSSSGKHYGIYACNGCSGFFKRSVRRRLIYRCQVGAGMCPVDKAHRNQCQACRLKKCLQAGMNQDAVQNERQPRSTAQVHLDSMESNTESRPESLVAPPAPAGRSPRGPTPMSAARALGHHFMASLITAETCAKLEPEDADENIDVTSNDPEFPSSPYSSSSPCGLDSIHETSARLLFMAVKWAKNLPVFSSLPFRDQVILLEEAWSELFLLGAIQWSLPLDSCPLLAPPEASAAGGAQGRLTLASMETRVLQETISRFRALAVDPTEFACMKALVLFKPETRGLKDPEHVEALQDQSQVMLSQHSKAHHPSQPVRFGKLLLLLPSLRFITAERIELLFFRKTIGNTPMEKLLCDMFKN
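System: GST-NR2E3 and biotin-RetCOR proteins; probe or stimulus: 7 nM biotin-RetCOR; doses: compound at 4.8 µM, single dose; schedule: Compound–protein incubation for 5 h at 4 °C; detection: time-resolved FRET; read-out: percent inhibition; controls: biotin wells as high control, 0.6% DMSO wells as low control; format: 1536-well plates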
NR2E3 ag-2: agonists of human NR2E3 nuclear receptor | inhibition of corepressor binding, % at 3.98 µM | AID 602229 | 0.35% of 360,000 active | CHO-S Gal4-NCOR/VP16-NR2E3 two-hybrid, luciferase | Q9Y5X4;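 active = inhibition above the mean of all tested compounds plus 3 SD, cut at about 70% in these data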;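 note: 0% = DMSO with NR2E3 transfected cells and 100% = cells lacking NR2E3 construct; higher means lower luciferase signal from less NR2E3 corepressor binding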
Peg3 promoter: reduces Peg3 promoter-driven luciferase expression in HeLa; HeLa PEG-Prom luciferase reporter, luminescence, overnight; inhibition, % at 20 µM; AID 588405; 1.7% of 360,000 active;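 active = inhibition of at least 50% at 20 µM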
MITF TRPM1 inh: reduces MITF-dependent TRPM1 promoter luciferase signal | SK-MEL-5 TRPM1 promoter luciferase, 24 h | inhibition, % at 12.5 µM | 0.83% of 330,000 active;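 active = mean inhibition across replicates of 60% or more, whatever share of single replicates reaches that level; inconclusive = some that reach 60%, reason not given; inactive = mean inhibition across replicates below 60%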; note: values of inactives mirror those of a sister screen read the other way
HIF-2a inh: HIF-2a inhibition. 0.72% of 360,000 active. inhibition, % at 18.8 µM. AID 624352. 786-0 RCC cells HIF-2a reporter, luciferase luminescence, overnight;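 active = inhibition of the luminescence signal of 40% or more relative to plate controls, in a single-dose primary screen at 18.75 µM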
An asterisk follows results filed as active; ? = inconclusive; . = no result given.

smiles	PDI inh	CF NFkB inh	KKLEB tox	Vif inh	CaV13 FRET inh	Shn3 3UTR inh	NR2E3 ag-1	NR2E3 ag-2	Peg3 promoter	MITF TRPM1 inh	HIF-2a inh
COCCNC(=O)C(c1ccc(C)o1)N(CCOC)C(=O)Cn1nnc2ccccc21 (stereo not drawn)	-13	-9	8	-13	-4	-2	2	-7	12	13	10
O=C(Nc1cccc(Br)c1)c1cc(=O)c2ccccc2o1	-17	-3	8	0	-3	1	1	14	-6	-10	-22
CCCS(=O)(=O)NC(=O)C1(C)CCN(C(=O)c2ccc(C#N)cc2)C1 (stereo not drawn)	2	-2	1	4	-5	-8	.	6	-8	.	16
CCC1C(=O)n2nc(-c3ccccc3)cc2N=C1C (stereo not drawn)	7	-7	-6	4	-10	-21	2	-131	-216	-51	-185
Cc1cccc(NC(=O)COC(=O)CCc2ccc(S(=O)(=O)N3CCOCC3)cc2)c1C	0	-3	10	13	-5	-30	-4	-10	10	20	13
COc1ccc(-c2ccnc3ncnn23)cc1	0	-14	-2	-1	-7	11	-3	-23	-13	1	0
COC(=O)C(C)Sc1ccc2nnc(CCNS(=O)(=O)c3ccccc3)n2n1 (stereo not drawn)	-1	14	1	19	-6	4	3	-10	4	3	14
O=C1c2ccccc2NC(c2cc(Cl)cc(Cl)c2O)N1Cc1cccnc1 (stereo not drawn)	-3	8	0	12	-2	-9	3	5	12	-6	13
Cc1ccc(S(=O)(=O)NC(=O)C2(C)CCN2C(=O)C2(c3ccc(Cl)cc3)CC2)nc1 (stereo not drawn)	-5	2	0	.	-6	7	.	26	0	.	7
Cc1ccc(C(=O)Nc2ccc(C(=O)N3CCCCC3)cc2)cc1	-1	6	8	1	-4	2	1	-16	-24	2	-68
O=c1[nH]c(=S)[nH]cc1Oc1ccc(Cl)cc1Cl	-1	11	10	-1	-6	12	.	4	10	-5	19
COc1ccc(NC(=O)CSc2ccc3nnc(-c4cccnc4)n3n2)cc1	-9	-8	6	-7	-6	3	1	1	2	17	22
O=C(Nc1ccc([N+](=O)[O-])cc1)Nc1nc(-c2ccc(Cl)s2)cs1	10	48	-47	-25	-2	?	1	-11	69*	72*	13
CCc1noc(C)c1C(=O)N1CC(C)SC1=Nc1ccc(Cl)cc1 (stereo not drawn)	-3	-6	8	1	-17	-43	1	1	16	.	-5
Cc1cc(C)n(-c2ccn(Cc3ccc(Cl)cc3Cl)c(=O)n2)n1	3	10	-6	-24	-7	1	1	17	-7	0	7

Next section; it opens with the 2 that closed the last part.
smiles	PDI inh	CF NFkB inh	KKLEB tox	Vif inh	CaV13 FRET inh	Shn3 3UTR inh	NR2E3 ag-1	NR2E3 ag-2	Peg3 promoter	MITF TRPM1 inh	HIF-2a inh
CCc1noc(C)c1C(=O)N1CC(C)SC1=Nc1ccc(Cl)cc1 (stereo not drawn)	-3	-6	8	1	-17	-43	1	1	16	.	-5
Cc1cc(C)n(-c2ccn(Cc3ccc(Cl)cc3Cl)c(=O)n2)n1	3	10	-6	-24	-7	1	1	17	-7	0	7
O=c1oc2ccccc2nc1/C=C(\O)c1ccccc1	-2	15	-10	1	-4	-18	-1	-76	-51	.	-34
COc1ccc(CCN(C)CCC(=O)Nc2cccc(C)c2)cc1OC	-2	-10	7	0	1	3	1	6	-5	-1	14
CCN(CC)C(=O)C1CCN(Cc2cn(C)nc2-c2ccc(Oc3ccccc3)cc2)CC1	13	13	-4	.	-5	2	-1	-9	6	13	11
O=C(CC(Cc1ccccc1)C(=O)O)NCCc1ccc2c(c1)OCO2 (stereo not drawn)	8	-4	-14	-4	-6	10	4	-23	12	3	12
O=C(Nc1ccc(Cl)cn1)c1ccc(-c2cc(Cl)ccc2Cl)o1	-8	-10	-5	-10	-4	-14	1	2	-10	3	1
Cc1ccc(Nc2cc(C)nn2-c2nc(C)cc(C)n2)cc1	-8	16	-14	4	-4	34	0	94*	21	13	2
O=[N+]([O-])c1cn(Cc2ccccc2)cn1	0	12	6	4	-5	-6	-1	-18	2	10	8
Cc1cc(C)cc(C(=O)NCC(=O)OCC(=O)NCC(F)(F)F)c1	-3	12	-5	-6	-7	84	3	-10	14	-10	14
Cc1ccc(OCC(=O)OC(C)C(=O)NC2CCCCC2C)cc1C (stereo not drawn)	25	11	9	12	-3	-8	1	-7	-5	5	1
C/C=C/C1=CC(=O)C[C@H](c2ccc3c(c2)OCO3)C1	-8	-4	-8	-11	-12	32	-3	-12	2	8	9
Cc1ccc(C(=O)OCC(=O)Nc2cc(C(C)(C)C)nn2-c2ccccc2)c(O)c1	-2	2	-9	-11	-6	0	4	22	8	10	7
O=C(Nc1ccnn1C1CCN(Cc2ccc(CO)o2)CC1)c1cccc(F)c1	-18	-8	-2	1	-5	-21	.	21	3	.	-2
COc1ccc(N2CCN(Cc3nc4sc(C)c(C)c4c(=O)[nH]3)CC2)cc1	2	-12	-11	-4	-9	2	1	12	5	0	7
Cn1c(SCC(=O)N2CCCCC2)nc2cccnc21	-3	-8	10	1	-4	13	4	11	5	-4	-1
Cc1ccsc1/C=N/Nc1nc(Cl)c(Cl)cc1Cl	0	-10	19	.	-4	-39	3	-62	-129	-14	-263

Structural class: those above containing a halogen
smiles	PDI inh	CF NFkB inh	KKLEB tox	Vif inh	CaV13 FRET inh	Shn3 3UTR inh	NR2E3 ag-1	NR2E3 ag-2	Peg3 promoter	MITF TRPM1 inh	HIF-2a inh
O=C(Nc1cccc(Br)c1)c1cc(=O)c2ccccc2o1	-17	-3	8	0	-3	1	1	14	-6	-10	-22
O=C1c2ccccc2NC(c2cc(Cl)cc(Cl)c2O)N1Cc1cccnc1 (stereo not drawn)	-3	8	0	12	-2	-9	3	5	12	-6	13
Cc1ccc(S(=O)(=O)NC(=O)C2(C)CCN2C(=O)C2(c3ccc(Cl)cc3)CC2)nc1 (stereo not drawn)	-5	2	0	.	-6	7	.	26	0	.	7
O=c1[nH]c(=S)[nH]cc1Oc1ccc(Cl)cc1Cl	-1	11	10	-1	-6	12	.	4	10	-5	19
O=C(Nc1ccc([N+](=O)[O-])cc1)Nc1nc(-c2ccc(Cl)s2)cs1	10	48	-47	-25	-2	?	1	-11	69*	72*	13
CCc1noc(C)c1C(=O)N1CC(C)SC1=Nc1ccc(Cl)cc1 (stereo not drawn)	-3	-6	8	1	-17	-43	1	1	16	.	-5
Cc1cc(C)n(-c2ccn(Cc3ccc(Cl)cc3Cl)c(=O)n2)n1	3	10	-6	-24	-7	1	1	17	-7	0	7
O=C(Nc1ccc(Cl)cn1)c1ccc(-c2cc(Cl)ccc2Cl)o1	-8	-10	-5	-10	-4	-14	1	2	-10	3	1
Cc1cc(C)cc(C(=O)NCC(=O)OCC(=O)NCC(F)(F)F)c1	-3	12	-5	-6	-7	84	3	-10	14	-10	14
O=C(Nc1ccnn1C1CCN(Cc2ccc(CO)o2)CC1)c1cccc(F)c1	-18	-8	-2	1	-5	-21	.	21	3	.	-2
Cc1ccsc1/C=N/Nc1nc(Cl)c(Cl)cc1Cl	0	-10	19	.	-4	-39	3	-62	-129	-14	-263

Next compounds
smiles	PDI inh	CF NFkB inh	KKLEB tox	Vif inh	CaV13 FRET inh	Shn3 3UTR inh	NR2E3 ag-1	NR2E3 ag-2	Peg3 promoter	MITF TRPM1 inh	HIF-2a inh
COc1ccccc1N1CCN(C(c2ccccc2Cl)c2nnnn2C(C)(C)C)CC1 (stereo not drawn)	0	4	2	-3	.	32	4	-12	29	8	14
O=c1[nH]c2ccccc2nc1-c1cccs1	-9	-10	-1	-7	-5	-54	-3	-55	-184	-49	-184
Cc1ccc(SCC(=O)Nc2nnc(C(C)(C)C)s2)cc1	2	-17	-3	12	-4	7	1	7	-11	25	-17
Cn1c(=O)c2cn(-c3cccc4ccccc34)cc2n(C)c1=O	-1	18	-18	.	-1	3	0	-10	8	-4	12
COc1cc(OC)cc(C(=O)NC(C(=O)NCCN(C)C)C23CC4CC(CC(C4)C2)C3)c1 (stereo not drawn)	-3	10	-7	-2	-5	-4	0	-22	0	-3	13
CCc1ccc(NC(=O)/C(C#N)=C/c2cn(CC(=O)O)c3ccccc23)cc1	-3	-8	-4	21	16	-6	3	-6	0	3	-1
CC(=O)NC(Cc1ccc(F)cc1)C(=O)NC1CCN(S(=O)(=O)c2ccccc2)CC1 (stereo not drawn)	-10	10	-6	23	-5	-9	3	-33	-13	0	5
CCc1noc(C)c1C(=O)OC(C)C(=O)NCc1ccc(OC)cc1 (stereo not drawn)	-2	-13	-2	-16	-6	-8	5	-22	15	9	10
Cc1ccc(S(=O)(=O)N2CCN(C)CC2)cc1C(=O)NC1CCCCC1	-2	-4	-1	0	-5	-26	-2	15	4	-13	8
O=C1COc2ccc(S(=O)(=O)N3CCN(c4cccc(C(F)(F)F)c4)CC3)cc2N1	1	-1	-6	-3	-11	14	1	3	14	1	-8
Cc1onc(-c2ccccc2)c1C(=O)NC(=S)NNC(=O)c1ccc(O)cc1O	4	39	-30	-25	-3	77	-1	8	27	47	3
CCOc1cc(/C=N/NC(=O)c2c(-c3ccccc3)noc2C)ccc1O	16	-6	-1	-3	-19	-9	4	-33	10	1	18
CC(C)c1nc(Cl)c(C#N)c2c1CCCC2	-5	55*	-4	-5	-18	12	0	-1	-44	0	6
Cn1nc([N+](=O)[O-])nc1Oc1ccccc1	2	5	1	-9	-6	7	0	-27	2	4	22
Cc1cccc(OCCC(=O)NCC(=O)Nc2c(C)cccc2C)c1	5	-15	17	-1	-4	4	1	-30	9	-2	13
COc1ccccc1NC(=O)Cc1ccsc1	-3	4	-21	5	-3	15	1	-10	6	9	2
COc1ccc2c(c1OC)C(=O)OC2Nc1nc(-c2cccc([N+](=O)[O-])c2)cs1 (stereo not drawn)	-5	-6	-17	23	-12	-33	0	-24	-43	-30	-51
Cc1cccc(C(C)C)c1NC(=O)c1ccc(CN(c2ccccc2)S(=O)(=O)c2ccccc2)cc1	-5	-14	6	-2	-15	2	12	-9	-2	17	15
CCN(C(=O)COc1ccccc1C(=O)NCc1ccccc1)C1CCS(=O)(=O)C1 (stereo not drawn)	-3	11	9	5	-2	9	6	11	7	-2	-5
O=C(COC(=O)CC1CC2CCC1C2)Nc1ccccc1[N+](=O)[O-] (stereo not drawn)	-5	-8	-2	13	-2	4	.	-17	9	4	6
CCOc1ccc(-c2cc(C(=O)NCCOC)[nH]n2)c(C)c1	-6	-17	-1	2	-5	-14	.	-39	-33	.	-66
O=C1CCCc2ccccc2N1Cc1ccc(F)cc1	2	19	0	-5	3	-9	2	-20	19	-1	12
